# M17LAP inhibition = P. falciparum M17LAP inhibitors, primary screen, biochemical, fluorogenic H-Leu-NHMec substrate, 1536-well (AID 1619). inhibition, % at 30 µM; hits with a dose series show IC50 in µM. 220,000 tested, 0.38% active. recombinant M17LAP, H-Leu-NHMec fluorogenic kinetic assay; higher % means a stronger effect;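 active = compound inhibiting the enzyme by more than half at any dose during confirmatory dose-response retesting; inconclusive = strong single-dose inhibitors picked by rank but not retested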;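 also: plate controls were full reaction with DMSO carrier for no effect and no enzyme background for full effect; strong numbers were not always called active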
# Insulin prom up = MIN6 insulin promoter up-regulation; z-score at 5 µM; MIN6 insulin promoter-GFP reporter, high-content imaging; stronger effect = higher value; 190,000 tested, 0.3% active;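 active = z-score above 3 at 5 µM with at least 500 cells counted in the well; inconclusive = wells under 500 cells, flagged as cytotoxic or low count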
# HEK293 NOD2/NF-kB = inhibition of NOD2-driven NF-kB reporter – cell-based, luminescence, uHTS, HEK293 (AID 1566); HEK293 NOD2/NF-kB luciferase reporter, luminescence; higher % means a stronger effect; inhibition, % at 4 µM; hits with a dose series show EC50 in µM; 290,000 tested, 0.63% active; in the data active = inhibition above about 50%; also: many of its hits are not listed in these tables
# NOD1 NF-kB reporter = NOD1 signaling inhibitors, primary screen, cell-based, luminescence, uHTS (AID 1578). NOD1-driven NF-kB luciferase reporter cells, luminescence; higher % means a stronger effect. one-dose inhibition, % at 4 µM; EC50 in µM for titrated hits. 290,000 tested, 1% active; in the data active = inhibition mostly above about 36%, no sharp cut-off; inactive = mostly below about 34%;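 also: HEK-293T reporter cells stimulated with the NOD1 agonist gamma-tri-DAP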
# Yfh1-depleted yeast = enhancers of respiration in Yfh1-depleted yeast, dose response, Friedreich's ataxia, plus single-dose screen (AID 1465). S. cerevisiae Yfh1-off respiration, WST-1 reduction, 72 h; higher fold induction means a stronger effect. fold induction at 50 µM; hits with a dose series show EC50 in µM. 220,000 tested, 0.074% active;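 active = fold induction of absorbance versus untreated yeast above a set limit, then at least 30% activation at any dose in follow-up; inconclusive = repeats straddling the limit, or above it without dose testing; inactive = fold induction below the set limit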;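 also: activators that raise dye reduction in frataxin-depleted yeast; strong numbers were not always called active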
# Dynein transport = dynein cargo transport inhibition; 3617.4 mouse cells, GR-EGFP nuclear translocation imaging; test concentration mostly 20 µM; stimulated with dexamethasone, 1 µM; stronger effect = lower value; z-score, hits read low; AID 1381; 220,000 tested, 0.47% active;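 active = plate z-score of nuclear minus cytoplasmic receptor signal below a set negative limit, without overly bright fluorescence or cell loss, cut at about -3.5 in these data, passing the limit was not always enough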;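 also: z-score of nuclear minus cytoplasmic ring GR-EGFP intensity difference per well; some compounds called inactive have numbers as strong as hits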
#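 Medium: Induction medium lacking tetracycline, stripped serum | Probe or stimulus: 1.0 µM final dexamethasone stimulus | Schedule: 48 h induction, then 1 h compound, then 30 min agonist, 37 °C | Signal: Automated 10x imaging of fixed Hoechst-stained cells | Evaluation: Per-cell GR-EGFP intensity, nucleus versus surrounding cytoplasmic ring, well-averaged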
# Autophagy mod = modulators of autophagy; 190,000 tested, 0.98% active; MEF GFP-LC3 puncta imaging; test concentration mostly 10 µM; calls only at 10 µM (by protocol); AID 463193;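 active = percentage of spot-positive cells more than 3 SD above its plate mean, without a fluorescence outlier flag or 80% toxicity; inconclusive = no clear call, values can overlap the other calls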;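 also: spot-positive cell cutoff set from DMSO-treated cells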
# b-catenin transl = alters nuclear translocation of beta-catenin in HeLa cells; immunofluorescence imaging; nuclear translocation activity, % at 5 µM; 190,000 tested, 0.3% active;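 active = nuclear translocation activity above 50% at 5 µM, with a well cell count of 50 or more; inconclusive = wells under 50 cells across six images, flagged as toxic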;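 also: per-cell ratio of nuclear to cytoplasmic median beta-catenin stain intensity; plate controls were DMSO negative control for no effect and GSK-3 inhibitor IX positive control for full effect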
#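 Signal – beta-catenin immunofluorescence imaging with DAPI · Test system – human HeLa cell line · Dosing – 5 µM primary single dose, 0.1% DMSO, 0.02–20 µM confirmation series · Measure – % activation, nuclear-to-cytoplasmic median beta-catenin signal ratio per cell · Incubation – 24 h compound exposure at 37°C, 5% CO2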
# MT stabilizer = microtubule stabilizers in HeLa cells; HeLa tubulin immunostaining HCS, 24 h; share of cells brighter than vehicle mean+2SD; 200,000 tested, 0.83% active; % tubulin-high responders, % at 10 µM;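 active = plate Z-score above 3 for both tubulin-high and condensed-nucleus cell shares, with cell loss under 80%, at 10 µM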;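 also: anti alpha tubulin signal scored within the nucleus-defined area of each cell; some results filed as inactive read as strong as hits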
# Dynein transport cytoplasmic EGFP = also measured in Dynein transport; calls as there; z-score; measured here: cytoplasmic GR-EGFP intensity; stronger effect = higher value
# Dynein transport nuclear GR-EGFP = recorded beside Dynein transport, whose call it bears; z-score; measured here: nuclear GR-EGFP intensity;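 lower value marks the stronger effect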
# Dynein transport cell count = further read-out of Dynein transport, marked with its call; z-score; measured here: cell count per field
# Insulin prom up cell count = further read-out of Insulin prom up, marked with its call; cell count; measured here: cytotoxicity, nuclei count;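 total cells summed across four imaged fields per well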
# b-catenin transl cell count 5 µM = second read-out of b-catenin transl, no call of its own (marks repeat the call); cell count; measured here: cell count, cytotoxicity flag
# MT stabilizer Hoechst-high % = further read-out of MT stabilizer, marked with its call; % Hoechst-high responders; measured here: nuclear condensation Hoechst responders;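 share of cells brighter than vehicle mean plus two SD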
# MT stabilizer cytotoxicity % = recorded beside MT stabilizer, whose call it bears; toxicity, %; measured here: cytotoxicity by cell density;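 0% = mean cell density of plate MIN control wells and 100% = no cells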
# Autophagy mod cell loss 18 h = further read-out of Autophagy mod, marked with its call; toxicity, %; measured here: cell loss, nuclei count;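 cell loss after 18 h compound exposure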
# The depositor's hits bear a star; i = inactive; ? = inconclusive; · = not tested or not shown. Some of the compounds tested (hit frequency here may not be typical).
SMILES,M17LAP inhibition,Insulin prom up,Insulin prom up cell count,HEK293 NOD2/NF-kB,NOD1 NF-kB reporter,Yfh1-depleted yeast,Dynein transport,Dynein transport cytoplasmic EGFP,Dynein transport nuclear GR-EGFP,Dynein transport cell count,Autophagy mod,Autophagy mod cell loss 18 h,b-catenin transl,b-catenin transl cell count 5 µM,MT stabilizer,MT stabilizer Hoechst-high %,MT stabilizer cytotoxicity %
C=CCNC(=S)N1CCC(C(=O)c2ccc(OC)cc2)CC1,7%,-1.5,1610,19%,12%,i,-0.13,0.059,-0.27,1.1,i,9,0.6,1419,1.5,1.0,3.0
Cc1ccc(OCc2ccc(C(=O)NN)o2)c([N+](=O)[O-])c1,-2%,-0.14,1021,17%,2%,i,0.2,-0.25,0.045,-0.31,·,·,-0.7,1275,·,·,·
CCSc1nc2sc3c(c2c(=O)[nH]1)CC(C)(CC)OC3 (stereo not given),9%,·,·,7%,5%,i,-0.13,-0.23,0.046,0.26,i,-4,·,·,2.7,1.3,1.8
COc1ccc(C(=O)NC(=S)Nc2ccccc2N2CCN(S(C)(=O)=O)CC2)cc1OC,0%,-1.3,1152,6%,2%,i,0.023,-0.13,-0.12,0.39,i,9,0.8,770,3.1,2.9,8.1
COCCCN(C(=O)Nc1ccccc1)C(C)c1ccncc1 (stereo not given),-3%,-0.73,978,3%,0%,i,-0.3,-0.25,-0.054,0.35,i,8,-1.4,1109,7.0,2.3,2.5
CCOC(=O)Nc1cccc(Cl)c1C,3%,0.05,1541,5%,-21%,?,-0.6,-0.22,-0.23,0.5,i,-11,-1.7,1002,1.9,1.2,5.2
CN(c1ccccc1)c1nc(N)c([N+](=O)[O-])c(NCc2ccco2)n1,-11%,-0.62,1119,3%,29%,i,-0.39,-0.31,-0.37,0.023,i,-2,-0.5,960,1.8,2.7,0.6
O=C(NCCC(c1ccccc1)c1ccco1)c1cccs1 (stereo not given),-1%,0.16,1252,-21%,-37%,i,0.38,-0.17,-0.16,0.55,i,-10,-0.6,1093,2.8,1.7,6.0
Cc1ccc(C(=O)N2CCN(c3ccc(NC(=O)CSc4ccc(Cl)cc4)cc3)CC2)cc1,5%,-1.2,1207,14%,9%,i,-1.1,-0.29,-0.84,1.1,i,0,4.6,606,3.3,2.9,6.5
O=C1NC(=O)/C(=C\c2ccc(N3CCOCC3)o2)N1,3%,0.58,1237,5%,-13%,i,1.2,0.14,0.72,-0.86,i,-4,2.1,1110,2.4,4.6,5.3
Cn1c(=Nc2ccccc2)sc2ccccc21,-11%,0.77,938,-13%,-21%,i,-0.44,-0.18,0.13,1.9,i,-6,-4.9,1330,2.4,1.2,6.3
COc1ccc(CC(=O)Nc2nnc(C)s2)cc1,4%,1.2,875,9%,-6%,i,-0.3,-0.24,-0.21,0.53,i,-2,2.8,893,1.2,0.9,6.3
CN(C)S(=O)(=O)c1ccc2c(c1)nc(CCC(=O)O)n2C,-4%,0.19,1267,8%,-16%,i,1.4,-0.082,1,-2,i,-5,0.2,1014,3.0,2.7,2.4
CCN1CCN(C(c2ccccc2)c2nnnn2CCc2ccc(OC)c(OC)c2)CC1 (stereo not given),9%,-0.71,1211,11%,-8%,i,-0.74,-0.19,-0.25,1,i,-5,-6.5,952,1.4,1.9,12
CNC(=O)/C(C#N)=C\c1cc(C)n(-c2ccc(N3CCOCC3)cc2)c1C,-8%,-0.19,1552,39%,-14%,i,1.3,0.36,1.1,-0.16,i,-9,2.7,1085,3.0,3.4,5.0
CCSc1nnc(NC(=O)c2cc(C)nc3ccccc23)s1,4%,1.5,1406,15%,-24%,i,-0.92,-0.22,-0.46,0.32,i,2,-0.2,1480,2.4,1.3,4.2
CCOC(=O)c1[nH]c(C)c(C(=O)NCc2ccccn2)c1C,-2%,-0.03,1252,16%,-18%,i,0.7,0.33,0.4,-0.17,i,-5,-3.1,1301,3.1,2.1,4.2
O=C(NNC(=S)NC(=O)c1cccnc1)c1ccc(F)cc1,0%,-0.34,1358,16%,1%,i,-0.38,-0.064,-0.42,0.47,·,·,-0.5,1251,·,·,·
CCOc1ccc(C(=O)NC(=S)NC2CCCC2)cc1[N+](=O)[O-],14%,-0.07,1360,16%,-19%,i,-0.29,-0.2,-0.071,0.41,i,1,·,·,2.5,1.5,6.7
CCOc1ccc(S(=O)(=O)NCC(=O)N(C)Cc2cccnc2)cc1,2%,1.4,906,-8%,10%,i,-0.12,-0.36,0.24,-0.033,i,-1,0.8,943,1.3,1.8,6.9
COCCCNC(=O)C(=O)C1C(=O)Nc2ccccc21 (stereo not given),15%,0.56,1133,7%,-12%,i,-0.33,-0.038,0.32,-0.53,i,-5,3.3,1031,3.7,2.5,6.0
Cc1nnc(NC(=O)c2cc3n(n2)C(C(F)(F)F)CC(C2CC2)N3)s1 (stereo not given),-4%,0.37,1225,7%,-8%,i,0.21,-0.23,0.34,-0.13,i,2,-6.2,1253,2.7,2.8,6.1
Cn1c(CO)cnc1SCc1ccc(F)cc1,-1%,0.13,1263,3%,-37%,i,0.11,-0.36,0.31,0.97,i,9,-3.4,1155,5.4,2.0,5.5
O=C(NCCOc1ccccc1Cl)C(=O)Nc1ccccc1,14%,0.87,1363,-10%,-20%,i,-0.36,-0.25,-0.43,0.23,i,-18,-2.3,564,2.1,3.3,5.7
CCN(CC)C(=O)c1cc2c(=O)n3cccc(C)c3nc2n1C,-50%,-0.99,1394,-2%,-24%,i,-0.17,-0.22,0.086,0.27,i,-5,-1.0,945,2.2,2.9,3.7
CCc1ccc(C(=O)COC(=O)c2ccc(Cl)nc2)cc1,3%,-0.21,1299,-5%,-36%,i,-0.37,-0.33,-0.17,0.37,i,9,-0.8,1101,5.5,1.9,9.5
NC(=S)N/N=C/c1ccccc1[N+](=O)[O-],2%,1.2,1416,-6%,1%,i,-0.5,-0.17,-0.097,0.41,i,-2,-0.9,1024,4.2,2.3,7.3
Fc1ccc(C2NC(=S)NC3=C2N2CCC3CC2)cc1 (stereo not given),8%,1,881,-10%,8%,i,-0.47,-0.32,0.019,0.62,i,20,-0.9,1002,1.4,1.1,8.7
CSc1ncccc1C(=O)OCC(=O)c1cccs1,-15%,0.49,1644,45%,-18%,i,0.68,0.86,0.43,-0.34,i,-1,-5.1,1171,1.6,2.3,9.3
CCOP(=O)(OCC)C(Nc1ccccn1)c1ccccc1 (stereo not given),11%,-0.26,1508,0%,-25%,i,-0.24,-0.2,-0.17,0.53,i,29,0.1,1123,1.0,1.7,5.6
O=c1[nH]c(CN2CCN(c3ccc(O)cc3)CC2)nc2scc(-c3ccc(Cl)cc3)c12,-7%,·,·,-4%,23%,i,0.5,-0.17,-0.0065,-0.23,i,39,6.7,1332,21*,23*,50*
Cc1cc(C)n2ncc(C(=O)O)c2n1,-7%,·,·,11%,-27%,i,0.4,-0.2,0.34,-0.44,i,0,0.2,1533,3.0,2.1,12
Nc1nnn(CC(=O)N/N=C/C=C/c2ccccc2)n1,23%,-0.12,1032,10%,4%,i,0.35,-0.15,0.39,-1,·,·,0.1,1308,·,·,·
CCCc1ccc(OCc2ccc(C(=O)N/N=C/c3cccc([N+](=O)[O-])c3)o2)c(OC)c1,4%,-0.31,1315,2%,-32%,i,0.071,-0.22,0.32,0.26,i,-36,-3.9,968,2.5,2.0,1.5
Cc1ccc(C)c(N2CCN(C(=O)C3CCN(S(=O)(=O)c4c(C)noc4C)CC3)CC2)c1,2%,0.77,1146,19%,3%,i,-0.8,-0.27,-0.4,0.93,·,·,-0.7,1358,·,·,·
CSC(=S)NCc1cccnc1,1%,0.1,971,0%,-25%,i,-0.52,-0.33,-0.039,0.75,i,-4,0.5,1058,7.4,3.0,1.2
CC1=CC(=O)C=C(C)C1=NOc1ccc([N+](=O)[O-])cc1,8%,0.07,1380,6%,-24%,i,0.22,-0.014,0.18,0.67,i,9,-1.7,1085,1.9,2.3,8.1
CC(C)Cn1nnc2c(=O)oc3ccccc3c21,17%,·,·,-23%,-8%,·,0.65,-0.21,0.013,-0.39,i,10,·,·,2.9,2.9,8.4
CC(C)(C)OC(=O)NCCCCCc1nnc(SCC(=O)Nc2cccc(Cl)c2)o1,6%,1,1089,18%,34%,i,0.43,-0.37,0.52,-0.42,i,39,2.3,824,4.3,3.4,16
CCOC(=O)c1oc2c(CN3CCN(CCO)CC3)c(O)c(CC)cc2c(=O)c1-c1nc2ccccc2s1,12%,-1,1415,5%,-21%,i,-0.36,-0.26,0.068,0.01,i,13,1.0,948,1.2,0.8,4.3
COc1ccc(-c2cn(-c3ccc(SC(F)F)cc3)c3[n+]2CCC3)cc1OC,-12%,-0.39,1421,-1%,-4%,i,0.34,-0.26,0.34,-0.24,i,-3,1.4,1058,3.3,2.3,5.4

# Source: PubChem BioAssay (several laboratories)
